Assay outcomes as filed in PubChem BioAssay.
MEKK2 WT-MEK5: raises or lowers MEK5 binding to wildtype human MEKK2 PB1 domain | Q9Y2U5 | bead flow cytometry, Alexa488-MEK5 binding to MEKK2 WT; actives lie on both sides | binding response (% of control), % at 10 µM | actives 1.1% (n = 290,000) | AID 1531; in the data active = binding response below about 67% or above about 130%; inconclusive = no clear call, values can overlap the other calls; inactive = in between
HCV NS3 hel inh: HCV NS3 helicase inhibition; NS3 helicase DNA unwinding, Cy5 molecular beacon fluorescence; inhibition, % at 10.9 µM; actives 0.56% (n = 290,000); AID 1800;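 active = inhibition above the mean of all tested compounds plus 3 SD, set per campaign, cut at about 35% in these data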;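 also: 0% = DMSO wells and 100% = thioflavine S control wells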
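assay system = NS3 helicase fragment of HCV | buffer or medium = MOPS pH 6.5, MgCl2, DTT, Tween20, BSA | timing = 60 min unwinding reaction at 25 °C after ATP addition | signal = Cy5 beacon fluorescence read at start and 1 h | read-out basis = % inhibition of unwinding | control set = low DMSO, high thioflavine S at 110 µM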
DNA FID counter: counter-screen for HCV NS3 helicase inhibitors: DNA intercalator displacement. DNA fluorescent intercalator displacement, fluorescence. AID 1845. inhibition, % at 7.9 µM. actives 0.17% (n = 290,000); in the data active = inhibition above about 37%;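 also: 0% = vehicle and 100% = reference compound; higher means more ethidium bromide displaced from hairpin DNA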
MEKK3 PB1 HTS: MEKK3-MEK5 PB1 interaction, increase or decrease; bead-based flow cytometry, Alexa488-MEK5 binding to MEKK3; actives lie on both sides; 0 = blocked by unlabeled MEK5, 100 = vehicle; binding response (% of control), % at 10 µM; actives 1.4% (n = 290,000); AID 1529;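 active = binding response more than 3 SD above or below the average of its plate-row segment, actives on both sides; inconclusive = wells at one plate position flagged as instrument error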;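 also: Alexa488 bead fluorescence after subtracting the streptavidin-only scavenger bead signal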
Target sequence (Q99759 whole entry, looked up): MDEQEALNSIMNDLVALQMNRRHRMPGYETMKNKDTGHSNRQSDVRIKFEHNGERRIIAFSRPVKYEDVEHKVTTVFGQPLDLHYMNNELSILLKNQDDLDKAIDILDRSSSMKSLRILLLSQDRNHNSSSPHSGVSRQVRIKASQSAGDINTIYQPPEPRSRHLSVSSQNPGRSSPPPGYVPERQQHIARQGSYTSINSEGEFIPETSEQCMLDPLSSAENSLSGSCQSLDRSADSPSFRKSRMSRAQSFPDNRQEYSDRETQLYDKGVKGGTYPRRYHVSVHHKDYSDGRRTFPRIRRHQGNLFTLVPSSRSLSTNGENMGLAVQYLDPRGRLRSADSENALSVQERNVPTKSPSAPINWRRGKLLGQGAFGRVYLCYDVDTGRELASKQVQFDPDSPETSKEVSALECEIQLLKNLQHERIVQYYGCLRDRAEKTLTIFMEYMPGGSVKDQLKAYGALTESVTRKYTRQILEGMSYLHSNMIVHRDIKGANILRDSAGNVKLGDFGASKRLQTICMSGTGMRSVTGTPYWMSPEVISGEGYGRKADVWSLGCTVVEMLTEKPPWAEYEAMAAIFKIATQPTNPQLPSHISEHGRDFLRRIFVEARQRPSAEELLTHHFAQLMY
UBC9 SUMO inh: inhibitors of human SUMOylation (UBC9); HTRF SUMOylation assay, SAE1/SAE2 + UBC9, in vitro; inhibition, % at 35 µM; actives 0.36% (n = 290,000); P63279; in the data active = inhibition above about 50%, passing the limit was not always enough; inconclusive = no clear call, values can overlap the other calls; also: strong numbers were not always called active
Target sequence (P63279 whole entry, looked up): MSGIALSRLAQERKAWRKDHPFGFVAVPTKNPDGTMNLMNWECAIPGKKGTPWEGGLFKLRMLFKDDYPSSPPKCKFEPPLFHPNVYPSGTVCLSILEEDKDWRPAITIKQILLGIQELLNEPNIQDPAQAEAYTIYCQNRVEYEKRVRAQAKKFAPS
CRFBP-R2 block: antagonists of CRF-binding protein/CRF-R2 receptor complex. HEK293 CRF-R2/CRF-BP, CRF-induced calcium fluorescence. inhibition, % at 11.8 µM. actives 0.59% (n = 350,000). AID 588475;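 active = inhibition of the ligand-induced calcium signal above about 50% at the single tested concentration, limit read from the data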
GalR3 antagonist: blocks the human galanin receptor 3. O60755. HEK293 GalR3-CNG cAMP membrane potential fluorescence; galR3 body fused to GalR1 C-terminus. inhibition, % at 3 µM. actives 0.44% (n = 360,000);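 active = inhibition above the screen-wide average plus 3 SD, cut at about 13% in these data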;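 also: forskolin and galanin both at EC90 stimulate the cells; cAMP rise reported by CNG channel membrane potential dye signal; 0% = forskolin plus galanin with DMSO and 100% = forskolin alone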
Target sequence (O60755 1-299 limits assumed): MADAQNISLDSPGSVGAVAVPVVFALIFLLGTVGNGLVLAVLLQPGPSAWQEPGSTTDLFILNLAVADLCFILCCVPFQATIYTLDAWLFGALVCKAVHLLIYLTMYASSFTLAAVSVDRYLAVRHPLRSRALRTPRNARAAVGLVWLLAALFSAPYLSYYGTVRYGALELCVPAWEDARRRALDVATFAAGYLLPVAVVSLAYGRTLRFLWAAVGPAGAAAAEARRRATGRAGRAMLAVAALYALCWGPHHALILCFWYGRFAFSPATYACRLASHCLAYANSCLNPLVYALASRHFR
MEKK2 mut-MEK5: signal of MEK5 binding to mutant human MEKK2 PB1 domain. bead flow cytometry, Alexa488-MEK5 binding to MEKK2 mutant. percent response, % at 10 µM. actives 0.35% (n = 290,000); in the data active = percent response above about 24%, passing the limit was not always enough; also: inactives centre near 1; some results filed as inactive read as strong as hits
CRFBP-R2 agonist: CRF-BP/CRF-R2 complex agonism | HEK293 CRF-R2/CRF-BP, calcium dye fluorescence (FLIPR); percent of saturating CRF peptide response | activation, % at 13.2 µM | actives 0.46% (n = 350,000) | AID 588473;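 active = activation of at least 50%, plus an integration ratio under a set limit after plate pattern correction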;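 also: plate controls were neutral control wells without compound for no effect and CRF at EC100 for full effect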
* hit, by the source's call; ? = inconclusive; . = not tested or not shown; [ ] = another dose, or the depositor's remark.

SMILES	MEKK2 WT-MEK5	HCV NS3 hel inh	DNA FID counter	MEKK3 PB1 HTS	UBC9 SUMO inh	CRFBP-R2 block	GalR3 antagonist	MEKK2 mut-MEK5	CRFBP-R2 agonist
CCN(Cc1ccccc1)S(=O)(=O)c1c(C)[nH]c(C)c1C(=O)N1CCCC1	102	10	-17	99	-5	-4	-7	-4	2.6
Cc1nn(C)cc1/C=N/NC(=S)Nc1ccccc1	79	3	-6	70	9	14	-3	-19	-0.8
O=C(NC(=S)Nc1ccc(N2CCCCC2)c(Cl)c1)c1cccs1	99	2	-13	104	.	9	-3	-2	-1.3
O=C(Nc1nc2ccccc2[nH]1)c1ccccc1OC(F)F	99	3	-6	96	10	-6	-7	0	-0.9
Cc1ccc(CNC(=O)CCCC(=O)Nc2cc(C)on2)cc1	98	-10	-2	106	8	-10	-1	-7	-2.7
S=c1[nH]nc(COc2ccc(Cl)cc2)o1	101	6	-7	101	-3	1	-2	-3	1.1
COc1ccc(/C(N)=N/OC(=O)c2cccc([N+](=O)[O-])c2C)cc1OC	101	8	-6	106	1	-2	.	5	-0.5
COC(=O)c1ccc(N=C2S/C(=C\c3cc(C)n(-c4cccnc4)c3C)C(=O)N2C)cc1	102	12	-6	107	-16	-2	-3	1	2.7
NCCNC(=O)c1c(NC(=O)c2ccccc2)sc2c1CCCC2	149*	-47	18	110	-4	0	1	30*	-2.0
CN1C(=O)[C@H]2[C@@H](C3CC3)N3C(=O)CN(CC4CC4)C(=O)[C@@]3(C)[C@H]2C1=O	96	-4	-14	103	7	4	-7	4	0.2
CC1CCN(C(=O)COC(=O)c2ccccc2NC(=O)c2ccco2)CC1	97	3	-28	101	-17	-7	-1	-1	-2.1
Cc1cccc(N2CCC(NCc3c(C(=O)N4CCCCC4)nc4c(C)cccn34)CC2)c1	93	-31	1	86	-1	-20	0	-5	-2.0
COc1ccc(NC(=O)CCNC(=O)c2ccco2)cc1OC	99	-1	-9	101	10	0	-6	1	-1.0
CCOC(=O)C(C)Oc1cccc2c(=O)n(CC(=O)N3CCCc4ccccc43)ccc12 (stereo unspecified)	107	-2	-6	111	18	-7	.	2	-5.5
O=C(COC(=O)CCc1nc2ccccc2n1-c1ccccc1)Nc1cccc(Cl)c1	96	-8	-1	98	-14	14	-9	-1	6.7
COc1ccc(C)cc1-n1nnnc1SCC(=O)Nc1cc(C)on1	97	5	-13	98	-19	-21	.	1	-1.0
C=CCn1c(C)c(/C=C/c2cc[n+](C)cc2)c2ccccc21	94	-22	16	113	11	-68	8	62*	36
COc1ccc(NC(=O)CCS(=O)(=O)c2ccc(Cl)cc2)cc1	102	-7	-13	102	7	-5	-9	1	-3.9
CC1(OC(=O)C2CCCC2)C(=O)C=C2C=C(c3ccsc3)N(CCc3c[nH]c4ccccc34)C=C2C1=O (stereo unspecified)	89	.	.	110	14	6	.	5	0.3
c1csc(CCNc2ncnc3sc4c(c23)CCC4)c1	103	.	.	101	-2	10	1	3	-0.3
O=C(NNC(=O)c1sccc1-n1cccc1)c1ccc(Cl)cc1	105	7	-9	104	15	18	-1	7	-2.7
COC(=O)c1ccc(/C=N/Nc2nc(-c3ccc(C)cc3)cs2)cc1	130	-7	-2	104	8	-17	.	13	-1.7
Cc1c(NC(=O)C2CC(c3cccc(Br)c3)=NO2)c(=O)n(-c2ccccc2)n1C (stereo unspecified)	106	-6	-12	101	9	6	-5	2	-0.6
CC1CCCN(c2nc3ccccc3nc2C(C#N)S(=O)(=O)c2cccs2)C1 (stereo unspecified)	97	-3	3	96	25	26	-3	0	4.0
COc1cc(C(=O)OCC(=O)NCc2ccco2)cc(OC)c1OC	103	4	-7	101	12	-17	5	3	-0.3
Cc1cccc(-n2ncc3c(N4CCC5(CC4)OCCO5)ncnc32)c1	104	.	.	105	11	4	0	6	0.1
Cc1ccc(NC2=C/C(=N/S(=O)(=O)c3cccs3)c3ccccc3C2=O)cc1C	96	-9	0	102	-2	-4	-4	2	0.6
O=C(Cc1cccc2ccccc12)N/N=C/c1ccc(O)c([N+](=O)[O-])c1	102	2	6	107	7	5	-2	2	-1.0
Cc1nc2c(c(C)nn2-c2ccccc2)c(C)c1CCC(=O)NCCCOC(C)C	108	-21	-40	107	23	-8	-13	13	0.5
COc1ccc(NS(=O)(=O)c2ccc3nc(COc4ccc5ccccc5c4)[nH]c3c2)cc1	95	-6	-14	96	-35	-12	0	0	17
CCOC(=O)c1ccc(NC(=S)NN2CCN(C)CC2)cc1	58	11	13	41*[inhibitor]	11	4	-5	-6	-0.8
Cc1ccc(Cl)c(OCC(=O)Nc2cccnc2)c1	110	11	-16	108	-8	3	-3	8	-3.8
CN(CC(=O)Nc1cccc(S(=O)(=O)N(C)C)c1)Cc1ccccc1	101	-15	-6	104	5	-4	-4	-1	-0.2
O=[n+]1c2c(n([O-])c3c1CCCC3)CCCC2	84	1	2	82	-7	30	-5	-2	-3.7
Cc1cc(N2CCOCC2)n2nc(-c3cccc(F)c3)cc2n1	102	-2	0	98	20	9	7	4	0.0
CCCN(CCC)c1nc(Cl)nc(NCc2ccco2)n1	96	6	-8	102	16	-47	-3	2	2.0

Four entries from above, arranged by their value in CRFBP-R2 block, descending.
| SMILES | CRFBP-R2 block |
| --- | --- |
| Cc1cc(N2CCOCC2)n2nc(-c3cccc(F)c3)cc2n1 | 9 |
| O=C(Cc1cccc2ccccc12)N/N=C/c1ccc(O)c([N+](=O)[O-])c1 | 5 |
| Cc1nc2c(c(C)nn2-c2ccccc2)c(C)c1CCC(=O)NCCCOC(C)C | -8 |
| CCCN(CCC)c1nc(Cl)nc(NCc2ccco2)n1 | -47 |

Additional compounds.
SMILES	MEKK2 WT-MEK5	HCV NS3 hel inh	DNA FID counter	MEKK3 PB1 HTS	UBC9 SUMO inh	CRFBP-R2 block	GalR3 antagonist	MEKK2 mut-MEK5	CRFBP-R2 agonist
CC(=O)c1ccc(NC(=O)c2ccccc2-c2ccccc2C(=O)O)cc1	104	9	-18	101	0	3	-4	1	0.9
Cc1cc2nccc(-c3ccncc3)n2n1	91	15	3	91	5	12	7	-6	2.9
CCOC(=O)N1CCN(C(=O)c2cc3cc(Cl)ccc3[nH]2)CC1	98	3	-38	99	0	2	-12	3	-3.0
COc1ccc(Cc2nc3ccc(C(=O)NCCc4ccncc4)cc3o2)cc1OC	102	0	-26	101	4	-17	-6	0	1.3
COc1cc(/C=N/n2c(C)nc3ccccc3c2=O)cc(OC)c1O	102	5	-8	102	9	-8	-8	5	1.1
COCc1cc(C)nc(N)c1C#N	107	.	.	104	27	-12	-4	2	0.4
O=C(CS(=O)(=O)c1ccccc1)Nc1nccs1	95	8	-5	96	12	6	-2	-5	1.6
O=C(NCC1CC1)[C@@H]1C[C@H]1[C@@H](NP(=O)(c1ccccc1)c1ccccc1)c1ccccc1	73	2	-41	67	12	10	-2	4	-1.9
COc1ccc(NS(=O)(=O)c2ccc(O)c(C(=O)OCC(=O)Nc3ccc4c(c3)OCCO4)c2)cc1	98	23	-40	101	7	11	-3	0	0.5
NC(=O)c1cccnc1Nc1cccc(F)c1	102	-6	2	96	12	17	-3	-2	-1.2
CCOc1ccc(-c2cnc(N)n2C)cc1	104	-11	1	88	3	-3	-5	-28	-1.1
O=C(N=NC(=O)c1ccc2c(O)n(C3CCCCC3)c(O)c2c1)c1cccnc1	106	-4	-3	101	7	4	-1	6	1.6
CCOc1cc(C(=O)NN2CCOCC2)cc(OCC)c1OCC	101	6	-7	107	-9	-13	-5	2	2.5
Cn1c(=O)c2c(nc(SCC(=O)c3ccc(F)cc3)n2C)n(C)c1=O	90	-5	1	97	13	-2	-4	-15	-0.1
Nn1c(SCc2ccc(Br)cc2)nnc1-c1ccccn1	78	-3	-2	63	13	2	-4	-8	-0.4
O=C(NC(CC(=O)N1CCN(c2ccc([N+](=O)[O-])cc2)CC1)c1ccccc1)c1ccccc1Cl (stereo unspecified)	96	-4	-1	94	14	9	-4	-3	0.9
CC1CCN(c2c(NCC3CCC(C(=O)NCCCc4ccccc4)CC3)c(=O)c2=O)CC1 (stereo unspecified)	98	-13	-48	100	32	23	.	-8	-1.9
Cc1cc(Nc2c(C)n(C)n(-c3ccccc3)c2=O)n2c(nc3cc(F)c(F)cc32)c1C#N	86	8	-1	88	11	29	.	-22	-1.3
COc1ccc(CC(=O)Nc2ccc(C(C)=O)cc2)cc1	?	21	-10	?	5	-2	-4	-18	0.1
CC(C)(C)n1cnc2cc(NS(=O)(=O)c3ccccc3)ccc21	100	-12	-11	101	-9	9	-8	13	1.1
CN(C)/C=C(\C=O)c1cccc(Cl)c1	87	10	2	81	13	8	-6	-7	0.1
COc1ccccc1NC(=S)NCc1cccnc1	98	-3	-1	96	-18	26	-4	-1	-1.0
CC(C)c1ccc(C2/C(=C(/O)c3ccccc3)C(=O)C(=O)N2CCCN2CCOCC2)cc1 (stereo unspecified)	112	8	-23	105	14	6	-11	3	-0.5
O=C(Nc1ccc2c(c1)COC2=O)c1ccc(Cl)c(Cl)c1	98	-23	-14	102	24	6	-2	2	-1.0

MEKK2 WT-MEK5: hit marks shown above
| compound | MEKK2 WT-MEK5 | HCV NS3 hel inh | MEKK3 PB1 HTS | UBC9 SUMO inh | CRFBP-R2 block | GalR3 antagonist | MEKK2 mut-MEK5 | CRFBP-R2 agonist |
| --- | --- | --- | --- | --- | --- | --- | --- | --- |
| NCCNC(=O)c1c(NC(=O)c2ccccc2)sc2c1CCCC2 | 149* | -47 | 110 | -4 | 0 | 1 | 30* | -2.0 |

Other structures:
SMILES	MEKK2 WT-MEK5	HCV NS3 hel inh	DNA FID counter	MEKK3 PB1 HTS	UBC9 SUMO inh	CRFBP-R2 block	GalR3 antagonist	MEKK2 mut-MEK5	CRFBP-R2 agonist
CCn1c(SCC(=O)O)nnc1-c1ccccc1	103	1	4	108	31	7	-6	-3	-0.8
Cc1ccc(C)n1-c1ccc(-c2nnco2)cc1	94	-2	-7	93	37	.	.	-3	.
Cc1c(C(=O)Oc2cccc3cccnc23)oc2ccccc12	95	-6	-11	96	-20	14	2	-2	-2.3
O=C(Nc1nc(-c2ccc(F)cc2)cs1)c1cccnc1	108	-10	8	110	16	-12	-3	-1	0.8
CCOc1cccc(CNn2cnnc2)c1OCc1ccccc1Cl	74	-3	-25	65	2	-20	-5	-9	-0.7
Cc1nc2ccn(Cc3ccccc3)c(=O)c2cc1C(=O)N1CCN(c2ccc(F)cc2)CC1	100	-11	-62	98	7	-13	-6	-1	0.4
Cc1cc(NC(=O)CSc2nc(C(C)C)nc3sc(C)c(C)c23)no1	100	-8	-1	101	-4	-41	1	0	0.8
Cc1nc(N2CCN(c3ccccn3)CC2)c2c(C)c(C(=O)Nc3c(C)cc(Br)cc3C)sc2n1	93	-10	-9	99	2	-23	5	1	6.9
CCc1sc(C(=O)NCCc2ccc(S(N)(=O)=O)cc2)cc1Br	94	5	-19	96	-3	61*	2	-3	-8.7
CCCCCCC1C(C#N)=C(N)OC2=C1C(=O)CCC2 (stereo unspecified)	99	6	-3	96	14	3	5	-3	0.6
CN(C)c1ccc(Nc2nc(N)c3ccccc3n2)cc1	124	-1	18	106	12	-10	-12	8	2.1
CCOC(=O)C(CC)/C(C)=N\NC(=O)c1ccccc1O (stereo unspecified)	101	-3	-5	107	25	2	1	0	0.2
CN(C(=O)COC(=O)c1sc2ccccc2c1Cl)C1CCCCC1	97	-12	-14	95	-14	-13	-4	-2	2.8
Cc1ccc(C(=O)CSc2nnc(C)s2)cc1	101	9	-4	102	12	-4	5	1	-1.6

This is a subset; the hit share may differ from the screen's.
